Screening results from PubChem.
NPSR antagonist: neuropeptide S receptor (human) antagonism, cAMP; Q6W5P4; CHO-NPSR cells, cAMP TR-FRET, antagonist mode; Potency, µM (highest dose often 38.3 µM), for the others: top-dose activity change, negative = inhibition, hits mostly inhibitors; 220,000 tested, 1% active; note: % is set by controls: 0 for no effect and ±100 for the full control effect; nearly all actives have a fitted effect of over 50% in size; many of its hits are not listed in these tables
Target sequence (Q6W5P4 whole entry, looked up): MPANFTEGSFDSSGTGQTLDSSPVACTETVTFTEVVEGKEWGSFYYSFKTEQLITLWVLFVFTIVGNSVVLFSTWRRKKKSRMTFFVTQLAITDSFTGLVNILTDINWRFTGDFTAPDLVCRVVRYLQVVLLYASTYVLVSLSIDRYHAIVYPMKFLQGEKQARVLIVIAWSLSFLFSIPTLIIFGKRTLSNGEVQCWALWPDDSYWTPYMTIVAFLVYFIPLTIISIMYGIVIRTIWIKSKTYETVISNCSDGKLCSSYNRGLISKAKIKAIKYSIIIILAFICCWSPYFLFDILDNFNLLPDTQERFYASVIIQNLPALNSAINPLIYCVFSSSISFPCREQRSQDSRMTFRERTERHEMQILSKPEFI
RGS12 GoLoco inh: inhibitors of human Gai1-RGS12 GoLoco interaction (red fluorophore); Potency, µM (series often up to 61.6 µM), without a hit: top-dose activity, negative = inhibition, usual class: inhibitors; P63096; Gai1:RGS12 GoLoco peptide FP, rhodamine, 10 min; 230,000 tested, 0.44% active; active = well fitted inhibition curve with a large enough effect, not every such curve was filed as active; inactive = no such curve, though single readings can be large or run the other way; note: % is set by controls: 0 for no effect and ±100 for the full control effect; nearly all actives have a fitted effect of over 30% in size; many of its hits are not listed in these tables
Epigenetic derep: epigenetic control regulation, reporter derepression; AID 1865; Potency, µM (titrated, usually from 53.9 µM), for the others: at the highest dose GFP activation, hits mostly activators; murine LDR cells, GFP reporter derepression, 30 h; 280,000 tested, 0.2% active; note: % of control where 0% means no effect; nearly all actives have a fitted effect of over 60% in size
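Readout is the number of GFP-expressing murine LDR cells, counted by cytometry following washing. Cells were treated with compound for 30 h at 37 C; the stably integrated CMV-GFP locus is normally silent.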
KDM4E inh: JMJD2E (human) inhibition. B2RXH2. JMJD2E catalytic domain, FDH-coupled NADH fluorescence (FDH is formaldehyde dehydrogenase). Potency, µM (doses to about 57.1 µM), for the others: at the top dose activity change, negative = inhibition, most hits filed as inhibitors. 230,000 tested, 1.6% active. AID 2147; active = well fitted inhibition curve with a large enough effect, not every such curve was filed as active; inconclusive = small, poorly fitted or top-dose-only effect, or another doubt; inactive = no such curve, though single readings can be large or run the other way;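 note: 0% = wells with enzyme and -100% = buffer wells without enzyme; nearly all actives have a fitted effect of over 50% in size; many of its hits are not listed in these tables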
IMPase Li cell: membrane-permeable IMPase blocker, potentiated with lithium; Potency, µM (titrated, usually from 59.4 µM), for the others: at the top dose activity, negative = IMPase inhibition, hits mostly inhibitors; CHO-M1 cells, IP1 TR-FRET (IP-One), carbachol + lithium; 210,000 tested, 0.35% active;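 note: IP1 builds up when IMPase is blocked and the TR-FRET signal falls; plate controls were basal vehicle for no effect and high inhibitor control for full effect; nearly all actives have a fitted effect of over 50% in size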
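CHO-M1, 2000 cells/well, 16–30 h culture; cpd + low Li+, 30 min 37C; lysis with d2-IP1/Eu-anti-IP1 Ab, 10 min RT; TR-FRET 665/620 ratio and 620 channel; AC50 via Hill.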
RECQ1 helicase: blocks DNA unwinding by human RECQ1; 240,000 tested, 0.54% active; RECQ1 DNA unwinding, red fluorescence kinetic read; P46063; Potency, µM (highest dose often 57.3 µM), for inactives: top-dose activity, negative = inhibition, usual class: inhibitors; AID 2549;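 note: plate controls were vehicle for no effect and no enzyme for full effect; nearly all actives have a fitted effect of over 30% in size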
Target sequence (P46063 whole entry, looked up): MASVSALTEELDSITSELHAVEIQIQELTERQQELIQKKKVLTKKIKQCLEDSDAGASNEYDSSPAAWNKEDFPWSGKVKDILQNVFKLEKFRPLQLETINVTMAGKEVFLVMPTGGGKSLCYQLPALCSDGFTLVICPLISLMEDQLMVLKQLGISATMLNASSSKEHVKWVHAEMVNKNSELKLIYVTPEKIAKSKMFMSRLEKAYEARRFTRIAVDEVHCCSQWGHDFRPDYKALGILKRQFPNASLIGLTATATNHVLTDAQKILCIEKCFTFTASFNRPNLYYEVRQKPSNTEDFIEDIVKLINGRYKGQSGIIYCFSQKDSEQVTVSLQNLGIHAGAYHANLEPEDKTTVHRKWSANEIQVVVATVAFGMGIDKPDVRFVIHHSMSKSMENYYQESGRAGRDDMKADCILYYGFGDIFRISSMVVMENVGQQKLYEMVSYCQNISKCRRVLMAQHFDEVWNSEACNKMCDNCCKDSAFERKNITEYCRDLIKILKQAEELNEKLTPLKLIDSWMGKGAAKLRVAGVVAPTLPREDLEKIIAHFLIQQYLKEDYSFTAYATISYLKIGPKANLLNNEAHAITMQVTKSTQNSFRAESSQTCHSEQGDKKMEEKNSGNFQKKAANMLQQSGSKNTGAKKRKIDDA
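50 nM RECQ1T1 preincubated 15 min with compound in Tris pH 8.0 buffer with MgCl2, DTT, Tween-20 and 2.5 ug/ml poly(dI-dC); started with 200 nM TAMRA/BHQ-2 forked duplex and 2 mM ATP. Unwinding read as fluorescence (525/598 nm), two reads 2 h apart.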
KinaseGlo FLuc: blocks Kinase-Glo luciferase, a counter-screen artifact | Q27757 | Kinase-Glo luciferase, ATP luminescence, 8 min | Potency, µM (titrated, usually from 38.3 µM), for inactives: top-dose activity change, negative = inhibition, actives largely listed as inhibitors | 200,000 tested, 0.28% active; note: % is set by controls: 0 for no effect and ±100 for the full control effect; nearly all actives have a fitted effect of over 60% in size
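Compounds were added to a substrate mix at pH 7.2 (50 mM imidazole, 10 uM ATP, within the enzyme's linear range), followed by Kinase-Glo detection reagent; luminescence was measured after 8 minutes at ambient temperature.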
SMN2 splice up: increases expression of the SMN2 splice variant; HEK293 SMN2-luciferase splicing reporter, luminescence, 30-36 h; Potency, µM (doses to about 46.1 µM), without a hit: at the top dose activity change, positive = activation, usual class: activators; 210,000 tested, 2.8% active; note: % of control where 0% means no effect; nearly all actives have a fitted effect of over 55% in size
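HEK293 cells carry an SMN2 […]–luciferase reporter in which exon 7 inclusion puts luciferase in frame. Cells were plated 10-12 h before compound addition, then incubated 30-36 h at 37C. ONE-Glo luminescence was read; sodium butyrate at 4.5 mM final served as control.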
Numbers without * were called inactive; i = inactive; ? = inconclusive; . = not tested or not shown; [ ] = another dose, or the depositor's remark. Unless noted, calls come from the whole dose curve; as a rule, active = well fitted curve in the direction sought with a large enough effect; inconclusive = small, poorly fitted or top-dose-only effect, or another doubt; inactive = no such curve, though single readings can be large; an effect the other way counts as inactive or inconclusive. Potency is the fitted concentration of half-maximal effect. Some of the compounds tested; count on the stated rates, not on these rows.

Under each structure – KDM4E inh	SMN2 splice up	KinaseGlo FLuc	NPSR antagonist	IMPase Li cell	RGS12 GoLoco inh	Epigenetic derep	RECQ1 helicase
CCc1ccc2c(c1)cc(CN(C(=S)Nc1ccccc1C)C1CC1)c1nnnn12
 : 2%	-4%	4%	20%[46.1 µM]	?	-12%	1.5%	-13%
O=C(CN1CCC(n2nnc3ccccc32)CC1)Nc1ccc2c(c1)CCC2
 : -5%	1%	5%	-15%[46.1 µM]	12%[38.3 µM]	9%	-7.4%	7%
CCOC(=O)CSc1nc2c(c(=O)n1-c1ccc(OCC)cc1)SCC2
 : 1%	15%	2%	-13%[46.1 µM]	25%[38.3 µM]	-2%	-1.0%	-8%
O=c1c2c3c(sc2n(CCN2CCCC2)c(=O)n1Cc1ccccc1)CCCCC3
 : 1%	.	.	-38%	.	2%	0.0%	i
COc1ccc(C(C)(C)C)cc1NC(=O)Cn1cnnn1
 : -2%	-8%	0%	0%	-4%	15%	-0.2%	-5%
COc1ccc(CCNC(=O)c2ccccc2NC(=O)c2ccco2)cc1OC
 : 0%	-14%	-5%	-7%[46.1 µM]	-5%[38.3 µM]	6%	1.1%	-2%
O=C(CN1C(=O)/C(=C/c2cccc(Br)c2)SC1=S)NC1=NCCS1
 : 7%	11%	-2%	6%	-4%	52%[activator]	8.4%	i
CCOC(=O)N1CCN(CC(=O)Nc2ccc(F)c(F)c2F)CC1
 : -3%	.	.	1%	6%	4%	-0.3%	i
CC(C)CCOc1ccc(-c2c(=O)n(OCc3ccc([N+](=O)[O-])cc3)c3ccccc3[n+]2[O-])cc1
 : 9%	-24%	-5%	-9%[46.1 µM]	-6%[38.3 µM]	-2%	-0.7%	-1%
Cc1nc(C(=O)Nc2cccc(Cl)c2Cl)nn1-c1cc(OC(C)C)c(Cl)cc1Cl
 : -17%	-2%	-3%	-11%[46.1 µM]	-18%[38.3 µM]	3%	0.2%	-1%
Cc1ccc2[nH]c3c(=O)n(CCCN4CCOCC4)cnc3c2c1
 : ?	24%	-3%	6%[46.1 µM]	23%[38.3 µM]	-3%	-1.0%	-6%
Cc1nc(/C(N)=N/OC(=O)c2cccc(Cl)c2)c(C(F)(F)F)o1
 : 6%	.	.	-1%[7.67 µM]	.	-4%	2.4%	-3%
O=C1OC(Nc2ccc3c(c2)OCO3)c2ccccc21 (stereo unspecified)
 : ?	-33%[inhibitor]	2%	-19%[46.1 µM]	6%[38.3 µM]	-15%	-4.9%	i
C/C=C/C(=O)Nc1ccccc1Br
 : 5%	-4%	-1%	7%[46.1 µM]	21%[38.3 µM]	-18%	0.8%	-10%
O=C(NCc1ccc2c(c1)OCO2)c1ccc2c(c1)C(=O)N(Cc1cccnc1)C2=O
 : 8%	28%	3%	-8%[46.1 µM]	24%[38.3 µM]	6%	-1.0%	-2%
Cc1ccc(S(=O)(=O)N2CCN(S(=O)(=O)N3CCCCC3)CC2)c(C)c1
 : 7%	-43%[inhibitor]	0%	-11%[46.1 µM]	31%[38.3 µM]	1%	0.0%	1%
CC(C)C[C@@H](CC(=O)N[C@@H](CCC(=O)O)CC(=O)O)NC(=O)[C@@H]1CNCC[C@H]1NC(=O)C[C@H](CCCN)NC(=O)C[C@H](Cc1ccccc1)NC(=O)[C@@H]1CCCC[C@H]1N
 : -12%	1%	3%	.	1%	1%	-1.1%	-1%
COc1ccc(CCNC(=O)Cn2nc(C(=O)O)c3ccccc3c2=O)cc1OC
 : -6%	6%	2%	6%	1%	2%	-4.0%	-13%
O=C(O)c1ccc(Cn2cc(C(F)(F)F)ccc2=O)cc1
 : 4%	12%	-2%	1%	2%	1%	0.0%	12%
COc1ccc(CCn2nnc(-c3ccc(NC(C)=O)c(Cl)c3)n2)cc1
 : 4%	3%	2%	0%[46.1 µM]	6%	-8%	1.2%	-5%
CC(C)C1=CC2=CC[C@@H]3[C@](C)(CO)CCC[C@]3(C)C2CC1 (stereo partly specified)
 : -18%	-10%	0%	.	-2%	-5%	1.1%	-15%
Cc1ccc([C@@H]2C[C@H]3CN(Cc4cccc(Cl)c4)C(=O)[C@]34CCCN24)o1
 : 5%	.	-2%	37%	18%	25%	-2.0%	-4%
Cc1ccc2c(Cl)c(C(=O)Nc3nn[nH]n3)sc2c1
 : -9%	0%	12%	-33%	-4%	41%[activator]	2.3%	-4%
COc1ccccc1C1CCCN1Cc1nc(-c2ccc(C)s2)oc1C (stereo unspecified)
 : ?	.	-1%	13%	11%	35%[activator]	6.1%	i
O=C(Cn1cnc2ccccc2c1=O)N1CCN(c2ccc(F)cc2)CC1
 : -5%	8%	3%	6%	-7%	14%	0.0%	-8%
COc1cc(/C=C(\C#N)C(=O)N2CCc3ccccc32)ccc1O
 : -14%	.	.	-22%	.	12%	-2.1%	-4%
Cc1cccc(NC(=O)c2cnc3scc(C)n3c2=O)c1
 : 3%	13µM*	-2%	-8%[46.1 µM]	1%	9%	0.0%	-3%
O=C(CSc1nc2ccccc2[nH]1)N/N=C/c1ccncc1
 : -12%	.	.	7%	.	18%	0.0%	1%
O=C(NCc1cccnc1)C(=O)NCC(c1ccco1)N1CCN(c2ccccc2)CC1 (stereo unspecified)
 : 2%	2%[1.84 µM]	-6%	14%	20%	17%	-0.9%	4%
Nc1nc(-c2ccc(F)cc2)cs1
 : 1%	-3%	1%	6%	-2%	15%	-2.6%	3%
COc1ccccc1N1CCN(CC(=O)Nc2c(C)n[nH]c2C)CC1
 : -3%	-8%	-2%	-17%[46.1 µM]	10%[38.3 µM]	0%	1.5%	-17%
Cc1nc2ccccc2c(=O)n1/N=C/c1ccccc1O
 : 25µM*	.	.	-22%	.	1%	1.3%	-11%
CC1Oc2ccccc2N(CC(=O)NCc2ccc3c(c2)OCO3)C1=O (stereo unspecified)
 : ?	.	-7%	-23%	-6%	7%	1.1%	-1%
O=C(NCc1ccccc1)c1c(O)c2cccc3c2n(c1=O)CCC3
 : -11%	-13%	-7%	-6%[7.67 µM]	-2%[38.3 µM]	8%	-0.4%	-12%
Cn1c(CN2CCN(c3ccc(Cl)cc3)CC2)nc2ccccc21
 : -5%	-44%[inhibitor]	0%	-16%[46.1 µM]	?	5%	-0.9%	-2%
O=C(O)c1cccc(-c2ccc(/C=N/Nc3nn[nH]n3)o2)c1
 : ?	19%	-8%	-18%	39%[activator]	4%	1.1%	1%
Cn1c(CCN2CCCCC2)nc2cc(NC(=O)Nc3ccccc3)ccc21
 : -8%	.	.	3%[46.1 µM]	.	.	9.0%	-4%
COc1cc(C(=O)NCCNC(=O)C2CCCNC2=O)cc(OC)c1OC (stereo unspecified)
 : 18%	.	.	31%	.	0%	0.0%	-9%
Cc1ccc(O)c(NC(=O)/C=C/C(=O)O)c1
 : -4%	-18%	1%	9%	1%	-5%	0.4%	-11%
N#Cc1ccc(Oc2ccc(NC(=O)C3CC=CCC3C(=O)O)cc2)cc1 (stereo unspecified)
 : -5%	.	1%	9%	4%	16%	0.1%	-9%
Cc1cccc(-c2nnc3n2N=C(c2ccc(Br)cc2)CS3)c1
 : 0%	?	-7%	-1%[46.1 µM]	0%[38.3 µM]	4%	0.3%	-7%
CCOC(=O)/C(=N/Nc1ccc(Cl)cc1)S(=O)(=O)c1ccc(Cl)cc1
 : -2%	3%	2%	-1%[46.1 µM]	37%[activator][38.3 µM]	-7%	0.0%	-9%
CC(C)NC(=O)[C@H](CSCc1ccccc1)N1Cc2ccccc2C1=O
 : 11%	7%	-3%	1%	7%	2%	-0.3%	-14%
CN(C(=O)Nc1cccc(C(F)(F)F)c1)C1CCCCC1
 : 11%	.	.	-28%	.	6%	-1.1%	8%
O=[N+]([O-])c1cc(Cl)ccc1NCCNc1ncc(C(F)(F)F)cc1Cl
 : 8%	-28%	8%	-23%[46.1 µM]	-1%	-1%	-0.9%	2%

Random excerpt: 5 records from the list.
Under each structure – KDM4E inh	SMN2 splice up	KinaseGlo FLuc	NPSR antagonist	IMPase Li cell	RGS12 GoLoco inh	Epigenetic derep	RECQ1 helicase
Cc1ccc(O)c(NC(=O)/C=C/C(=O)O)c1
 : -4%	-18%	1%	9%	1%	-5%	0.4%	-11%
O=[N+]([O-])c1cc(Cl)ccc1NCCNc1ncc(C(F)(F)F)cc1Cl
 : 8%	-28%	8%	-23%[46.1 µM]	-1%	-1%	-0.9%	2%
Cc1nc2ccccc2c(=O)n1/N=C/c1ccccc1O
 : 25µM*	.	.	-22%	.	1%	1.3%	-11%
CC(C)NC(=O)[C@H](CSCc1ccccc1)N1Cc2ccccc2C1=O
 : 11%	7%	-3%	1%	7%	2%	-0.3%	-14%
Cn1c(CN2CCN(c3ccc(Cl)cc3)CC2)nc2ccccc21
 : -5%	-44%[inhibitor]	0%	-16%[46.1 µM]	?	5%	-0.9%	-2%

Continuation.
Under each structure – KDM4E inh	SMN2 splice up	KinaseGlo FLuc	NPSR antagonist	IMPase Li cell	RGS12 GoLoco inh	Epigenetic derep	RECQ1 helicase
CCOc1nc(C)ccc1-c1noc(-c2ccccc2OC)n1
 : ?	-8%	-1%	0%[46.1 µM]	8%[38.3 µM]	6%	-0.6%	i
O=C(c1ccco1)N(Cc1ccco1)c1ccc(O)cc1
 : 9%	-13%	13%	-4%[7.67 µM]	3%[38.3 µM]	0%	-2.8%	i
COC(=O)c1scc(S(=O)(=O)C(C)(C)C)c1-n1cccc1
 : 0%	.	.	2%[7.67 µM]	.	8%	1.1%	-1%
Nn1c(SCc2cccc3ccccc23)nnc1-c1ccco1
 : 5%	10%	-3%	4%[46.1 µM]	-25%[38.3 µM]	3%	0.0%	0%
COc1cc(Cl)ccc1S(=O)(=O)n1nc(C)cc1C
 : 5%	7%	-1%	4%[46.1 µM]	26%[38.3 µM]	-1%	3.9%	i
Cc1[nH]c2ccccc2c1C(=O)C(=O)NCCOc1ccccc1
 : -4%	0%	0%	6%	-5%	4%	3.2%	-1%
N#CCCN(Cc1cccs1)C(=O)c1ccc(Cl)cc1
 : 8%	.	.	-1%	.	1%	0.5%	-3%
Cc1cc(/C=C2\SC(=S)N(Cc3ccco3)C2=O)c(C)n1-c1ccccc1
 : -25%	.	-6%	-23%	6%	101%[activator]	?	-1%
